Screening data: PubChem BioAssay, National Center for Advancing Translational Sciences (NCATS)
aSyn tox rescue – qHTS of alpha-syn Inhibitors: NCGC Sytravon Library Screen; AID 1347070, 2019; 94,000 compounds, 0.02% hits; S. cerevisiae alpha-synuclein toxicity rescue, BacTiter-Glo growth, 24 h; Potency, µM (doses to about 46.1 µM), inactives show at the highest dose growth rescue (activation), hits mostly activators; active = well fitted activation curve with a large enough effect; also: 0% is about no effect
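Growth restoration measured by BacTiter-Glo luminescence after 24 hr at 30 deg C; alpha-synuclein yeast, raffinose-pregrown to mid-log, were added at OD600=0.02 in galactose medium onto pinned compounds.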
Active calls of the source: *; & = joins results of further samples; [ ] = remark or other dose. Potency is read from the fitted curve at half-maximal effect.

For c1ccc(CSc2ccc(-c3ccco3)nn2)cc1 the results were aSyn tox rescue -5.8%.
Screening Cc1ccc(CCNC(=O)c2ccc3c(c2)N(Cc2cccc(F)c2)C(=O)c2ccccc2S3)cc1 returned aSyn tox rescue 0.8%.
`Cc1cccc(Cn2cnc3c(sc4nc(C)cc(C)c43)c2=O)c1` gave aSyn tox rescue 10.4%.
O=C(NCC1CCN(Cc2cccc(Cl)c2)CC1)Nc1cc(Cl)ccc1Cl was read as aSyn tox rescue -2.3%.
`COc1ccccc1NC(=O)CSCc1cc(=O)c2cccc(Cl)c2[nH]1` gave aSyn tox rescue 6.3%.
O=C1NN(c2ccccc2)C(=O)C1=Cc1ccccc1O was read as aSyn tox rescue -12.2%.
CCOc1ccc(-n2nc(CO)c(C(=O)NCCCc3ccccc3)n2)cc1 was read as aSyn tox rescue -4.2%.
Screening COc1ccc2nc(SCC(=O)NCc3ccc(F)cc3)[nH]c2c1 returned aSyn tox rescue -44.2%[inhibitor].
Screening COc1ccc(OCC(=O)Nc2nonc2NC(=O)COc2ccc(OC)cc2)cc1 returned aSyn tox rescue -6.3%.
`Cc1ccc2cc3cc(C(=O)N4CCN(c5ccccc5)CC4)sc3nc2c1` gave aSyn tox rescue 2.8%.
CCOC(=O)c1[nH]c(C)c(C(=O)Nc2ccccc2C)c1C was read as aSyn tox rescue -14.3%.
`CSc1ncc(Cl)c(C(=O)Nc2ccc(NC(C)=O)cc2)n1` gave aSyn tox rescue 7.6%&-6.6%.
Screening COc1ccc(Cc2noc(CN3CCC(c4ccncc4)CC3)n2)cc1OC returned aSyn tox rescue -3.6%.
For Cc1ccc(N2CCN(C(=O)c3ccccc3F)CC2)c(C)c1 the results were aSyn tox rescue -0.8%.
COc1ccc(C2CC(c3c(-c4ccccc4)c4cc(Cl)ccc4[nH]c3=O)=NN2C(=O)CCC(=O)O)cc1 (stereo not given) was read as aSyn tox rescue 4.4%.
`COC(=O)c1c(SC)nc2ccccc2c1OCc1ccc(Br)cc1` gave aSyn tox rescue 3.3%.
`O=C(CNC(=O)c1ccc(Br)o1)NCC(=O)OCc1ccccc1` gave aSyn tox rescue -4.9%.
O=C(OCc1nc2ccsc2c(=O)[nH]1)c1ccc(Cl)nc1 was read as aSyn tox rescue 5.3%.
For CCC1CN(C(=O)Nc2ccccc2C(F)(F)F)c2ccccc2S1 (stereo not given) the results were aSyn tox rescue -9.7%.
Screening O=c1cc(CSc2ccc(Cl)cc2)[nH]c2[nH]n(-c3ccccc3)c(=O)c12 returned aSyn tox rescue 0.5%.
Screening Cc1cccc(NC(=O)Cn2nnc3ccccc32)c1 returned aSyn tox rescue -7.0%.
Cc1ccc(NC(=O)/C=C/c2ccccc2Cl)cc1Cl was read as aSyn tox rescue -13.5%.
For O=C(O)c1cc2c(cn1)[nH]c1ccccc12 the results were aSyn tox rescue 3.1%.
`CCN(CC(=O)Nc1ccccc1C(F)(F)F)C(=O)CSCC(=O)Nc1cc(C)on1` gave aSyn tox rescue 2.2%.
`CCOc1ccc(C2CC(=O)Nc3c2c(=O)[nH]c2ncnn32)cc1` (stereo not given) gave aSyn tox rescue 3.4%.
COCCNC(=O)c1ccccc1NC(=O)Nc1ccccc1 was read as aSyn tox rescue -10.4%.
Screening O=C(CSc1nnc(C2CC2)n1C1CC1)N1CCN(c2ccc(O)cc2)CC1 returned aSyn tox rescue 3.0%.
Screening COc1cc(Cl)c(NC(=O)c2cc(S(=O)(=O)N3CCOCC3)cn2C)c(OC)c1 returned aSyn tox rescue -1.5%.
Screening N#Cc1ccc(C(=O)Nc2ccc(Cl)c(-c3nc4cc(Cl)ccc4o3)c2)c(F)c1 returned aSyn tox rescue -6.4%.
`O=C(COc1ccc(F)cc1)Nc1ccccc1C(=O)OCc1cc(=O)n2nc(C3CC3)sc2n1` gave aSyn tox rescue -8.0%.
CC(=O)Nc1ccc(C=CC(=O)c2ccc([N+](=O)[O-])cc2)cc1 was read as aSyn tox rescue 5.7%.
O=C(NCCCN1CCOCC1)/C(=C/c1ccco1)NC(=O)c1ccccc1 was read as aSyn tox rescue 4.2%.
For Cc1c(Cl)cccc1NC(=O)c1ccc2c(c1)CCN2S(=O)(=O)c1ccccc1 the results were aSyn tox rescue 0.6%.
For CNC(=O)C[C@H]1C(=O)N(Cc2ccccc2)C[C@@H]1Cc1ccccc1 the results were aSyn tox rescue 6.7%.
For COc1cc(Cl)c(C)cc1Nc1nnc(-n2nc(C)cc2C)c2ccccc12 the results were aSyn tox rescue -7.9%.
For O=c1n(Cc2ccccc2)nc2n1-c1cc(Cl)ccc1OC2 the results were aSyn tox rescue 4.0%.
Cn1cccc1C(=O)OCC(=O)N1CCc2ccccc2C1 was read as aSyn tox rescue 7.5%.
`CCCOC(=O)CSc1ncnc2sc3c(c12)CCC(C)C3` (stereo not given) gave aSyn tox rescue -1.3%.
Screening NC(=O)NC(=O)COC(=O)CCCCCNS(=O)(=O)c1ccc2c(c1)OCCO2 returned aSyn tox rescue 5.8%.
`Cc1[nH]c2ccc(C(=O)Nc3ccc(F)cc3)cc2c1C` gave aSyn tox rescue -13.7%.
For COc1ccc(C(=O)NC(=S)N2CCN(c3ccccc3OC)CC2)cc1 the results were aSyn tox rescue 6.4%.
For COc1ccccc1C(=O)NC1(C(F)(F)F)C(=O)NC(C)=C1C#N (stereo not given) the results were aSyn tox rescue -12.9%.
For Cc1cccc(CC(=O)N2CC(=O)Nc3ccc(Br)cc3C2c2ccc(F)cc2)c1 (stereo not given) the results were aSyn tox rescue 7.6%.
O=C(COc1ccccc1)NCc1ccc2c(c1)CCN2C(=O)c1ccc(Cl)cc1 was read as aSyn tox rescue -6.2%.
Screening CCN(C(=O)CSc1nc2ccccc2c(=O)n1CCOC)C1CCS(=O)(=O)C1 (stereo not given) returned aSyn tox rescue 5.8%.
`CCOCCCN(C(=O)Cn1nnc(-c2ccc(OC)c(OC)c2)n1)C(C(=O)NCC1CCCO1)c1ccc(F)cc1` (stereo not given) gave aSyn tox rescue -2.4%.
O=C(Cn1ccccc1=S)c1ccc(Cl)c(Cl)c1 was read as aSyn tox rescue 8.0%.
For Cc1nc2ccn(Cc3ccco3)c(=O)c2cc1C(=O)Nc1ccc(F)cc1 the results were aSyn tox rescue 6.5%.
`CCc1cc(=O)oc2c(C)c3c(cc12)CN(CCc1ccccc1OC)CO3` gave aSyn tox rescue 0.0%.
COC(=O)[C@H]1C[C@H](OC(=O)NCc2ccco2)[C@@]2(O)CN(S(=O)(=O)c3ccc(C)cc3)CC2[C@H]1C(=O)OC (stereo not given in full) was read as aSyn tox rescue 2.6%.
`CC(C)CCN1CCN(Cc2cc(F)ccc2-n2cccn2)CC1CCO` (stereo not given) gave aSyn tox rescue 1.4%.
`Cc1cccc(CSCC(=O)N2CCN(S(=O)(=O)c3ccccc3C#N)CC2)c1` gave aSyn tox rescue -6.0%.
For Cc1ccc(C(=O)CSc2nc3cc(C(=O)NC4CCCC4)ccc3c(=O)n2CC2CCCO2)c(C)c1 (stereo not given) the results were aSyn tox rescue 7.8%.
Screening CC(C)CN(C(=O)COC(=O)c1ccc(Br)cc1)c1c(N)n(Cc2ccccc2)c(=O)[nH]c1=O returned aSyn tox rescue 5.0%.
For Cc1cc(Cl)ccc1OCC(=O)N(Cc1ccco1)Cc1ccco1 the results were aSyn tox rescue 6.7%.
Cc1cc(C)cc(OCc2cc(=O)n3cc(C)sc3n2)c1 was read as aSyn tox rescue 0.4%.
N#C/C(=C\c1ccccc1)C(=O)Nc1sc2c(c1C(N)=O)CCC2 was read as aSyn tox rescue 0.2%.
COc1ccccc1CNC(=O)CCC1N=C2c3ccccc3N=C(SCc3ccccc3Cl)N2C1=O (stereo not given) was read as aSyn tox rescue -1.6%.
Cn1c2ccccc2c2cnn(CC(=O)Nc3ccccc3F)c(=O)c21 was read as aSyn tox rescue 0.8%.
For COc1ccc(C)cc1NC(=O)CN1C(=O)COc2ccc(S(=O)(=O)N3CCCCCC3)cc21 the results were aSyn tox rescue 4.3%.
CCOC(=O)C(=O)N1CCC(Cc2ccccc2)CC1 was read as aSyn tox rescue 5.6%.
For CCOc1ccc(CCNC(=O)c2ccc(C)c(-n3c(C)nc4cccnc43)c2)cc1OCC the results were aSyn tox rescue -0.9%.
For CCCOc1ccc(CNC(=O)C2CCN(C(=O)c3sccc3-n3cccc3)CC2)cc1 the results were aSyn tox rescue 7.7%.
For CC(=O)c1cccc(NC(=O)CSc2nnnn2C2CCCC2)c1 the results were aSyn tox rescue -0.5%.
Screening COc1cc2c(cc1OC)C(c1ccc(F)cc1)N(c1ccc(F)cc1)C(=O)C2 (stereo not given) returned aSyn tox rescue -10.5%.
Screening CCN(C(=O)c1cc2c(s1)-c1c(C)cccc1OC2)c1ccccc1F returned aSyn tox rescue 1.4%.
For c1ccc(-c2nc(NCc3cccs3)c3ccccc3n2)cc1 the results were aSyn tox rescue -3.0%.
COc1cccc(-n2c(=O)c3sc4ccccc4c3n(CC(=O)NC3CCCCC3)c2=O)c1 was read as aSyn tox rescue -10.6%.
Screening Cn1c2ccccc2c2cc(C(=O)NNC(=O)CCl)sc21 returned aSyn tox rescue 4.0%.
O=C(CSc1nnc(-c2ccncc2)n1-c1ccccc1)Nc1ccc(Cl)c(Cl)c1 was read as aSyn tox rescue -7.2%.
`CCc1ccccc1NC(=O)c1ccc(F)c(S(=O)(=O)N2CCN(c3ccccc3OC)CC2)c1` gave aSyn tox rescue -3.2%.
CN(C)C(CNc1ncnc2ccccc12)c1c(F)cccc1Cl (stereo not given) was read as aSyn tox rescue -9.4%.
Screening Cc1ccc(CNC(=O)c2cc(Sc3ccc(F)cc3F)nc3ccccc23)cc1 returned aSyn tox rescue -6.5%.
For Clc1ccc(Oc2nc3c(Cl)cccc3s2)cc1Cl the results were aSyn tox rescue 1.1%.
For COc1ccc(S(=O)(=O)NCC2CCCO2)cc1Cl (stereo not given) the results were aSyn tox rescue 6.2%.
Screening Cc1c(F)cccc1NS(=O)(=O)c1cccs1 returned aSyn tox rescue 8.2%.
`Cc1cccc(N2CCN(C(=O)c3cc4c(=O)[nH]c5ccc(C)cc5c4s3)CC2C)c1` (stereo not given) gave aSyn tox rescue -1.9%.
COc1cccc(CNC(=O)CN2C(=O)N(c3ccc(C)cc3C)S(=O)(=O)c3ccccc32)c1OC was read as aSyn tox rescue -23.8%.
Screening COc1ccc(CNC(=O)c2cnn(-c3ccc(C)cc3)c2C2CCN(C(=O)OC(C)(C)C)CC2)cc1 returned aSyn tox rescue 10.3%.
Screening CN1CCN(c2nc3ccccn3c(=O)c2/C=C(\C#N)S(=O)(=O)c2ccccc2)CC1 returned aSyn tox rescue 7.4%.
Screening C[C@@H]1CN([C@@H](C)CO)C(=O)CCCn2cc(nn2)CO[C@H]1CN(C)S(=O)(=O)c1ccc(Oc2ccccc2)nc1 returned aSyn tox rescue -4.8%.
`CCn1c(SCC(=O)OC)nnc1-c1c[nH]c2ccccc12` gave aSyn tox rescue -9.0%.
N#Cc1ccc(CSc2nnc(NC(=O)c3ccc(=O)[nH]c3)s2)cc1 was read as aSyn tox rescue 0.1%.
`CCOC(=O)CSc1nc2ccc(NC(=O)COc3ccc(F)cc3)cc2s1` gave aSyn tox rescue -3.7%.
For Cc1ccccc1NC(=O)CCOc1ccccc1 the results were aSyn tox rescue -4.3%.
For COc1ccc(-c2c(C)c3cc(OC(=O)N4CCOCC4)ccc3oc2=O)cc1 the results were aSyn tox rescue 0.3%.
For COc1cccc(NC(=O)CN2C(=O)NC(c3ccccc3)(c3ccccc3)C2=O)c1 the results were aSyn tox rescue -11.6%.
For CC(=O)N1CCN(C(=O)CCNC(=O)c2ccc(Br)cc2)CC1 the results were aSyn tox rescue 2.8%.
Screening CC1=CC(C)(C)N(C(=O)c2ccccc2)c2ccc(C)cc21 returned aSyn tox rescue -22.1%.
`CCOc1ccc(-c2cc(NC(=O)c3ccccc3)c(C(=O)OC)s2)cc1` gave aSyn tox rescue -2.4%.
CC(C)OC(=O)N(C)C[C@H]1OCc2cnnn2CCCC(=O)N([C@H](C)CO)C[C@@H]1C was read as aSyn tox rescue -5.6%.
COc1ccccc1NC(=O)NCc1cccn1Cc1ccccc1 was read as aSyn tox rescue -3.6%.
Screening Cc1cc(=O)n(Cc2cccc(Br)c2)c2c1c(C)nn2-c1ccccc1 returned aSyn tox rescue 7.6%.

These rows are one share of the data; the hit share may differ from the screen's.
